Screens from PubChem BioAssay.
mIAP inh: blocks mouse intestinal alkaline phosphatase. purified mouse IAP, CDP-Star luminescence, 30 min. inhibition, % at 10 µM. 0.2% of 330,000 active;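 active means inhibition of at least 40% at 10 µM in the primary screen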;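 further: plate controls were DMSO with enzyme for no effect and no enzyme wells for full effect; values of inactives mirror those of a sister screen read the other way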
mIAP act: increases mouse intestinal alkaline phosphatase activity | muIAP, CDP-Star luminescence, 30 min; hits give high values; 1 = vehicle-only enzyme signal, 0 = enzyme-free wells | activation factor at 10 µM | AID 2805 | 0.24% of 330,000 active;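 active means activation factor of at least 2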; further: the source names both 10 and 20 µM as test concentration; values of inactives mirror those of a sister screen read the other way
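Assay system: mouse IAP enzyme; reagent: chemiluminescent substrate CDP-Star; dosing: test compounds delivered from DMSO solution; schedule: 30 min at room temperature; measured by: luminescence from enzymatic CDP-Star hydrolysis; controls: DMSO-only wells and no-enzyme negative control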
beta cell repl: induces beta-cell replication in MIN6 cells; MIN6 cells proliferation, ATPlite luminescence, 48 h; cells starved in 0.2% serum; 100% = growth in 10% serum; proliferation, % at 10 µM; 0.29% of 330,000 active;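 active means compounds whose signal lies at least 3.5 SD above the mean of all wells on their plate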;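 further: 0% = DMSO-treated cells in low-serum medium and 100% = 10% serum control; some compounds called inactive have numbers as strong as hits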
NLRP3 yeast inh: NALP3 inhibition in yeast; 0.39% of 330,000 active; inhibition, % at 10 µM; Yeast reconstituted NLRP3/ASC/caspase-1, beta-gal luminescence, 24 h; AID 2825;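 active means inhibition of 50% or more; inactive means inhibition below 50%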;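 further: plate controls were induced DMSO wells for no effect and uninduced yeast grown without galactose for full effect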
SENP1 inh: blocks the human SENP1 SUMO protease catalytic domain; Q9P0U3; 0.21% of 360,000 active; recombinant SENP1 catalytic domain, CyPet-SUMO1-YPet FRET cleavage; inhibition, % at 10 µM;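 active means inhibition at least 30% at 10 µM, raw YFP signal under a set limit, fluorescence ratio 0.5 to 1.5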;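 further: 0% = enzyme with DMSO and 100% = no enzyme wells; some results filed as inactive read as strong as hits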
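Test system: human SENP1 catalytic domain; medium: Tris pH 8 buffer plus EDTA, NaCl, BME, BSA, NP40, catalase; incubation: 50 min reaction at room temperature; technique: FRET, CFP and YFP emission; controls: no-enzyme low control and enzyme-plus-DMSO high control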
APOBEC3G inh: blocks human APOBEC3G single-stranded DNA deamination; Q9HC16; recombinant A3G, ssDNA deamination FAM/TAMRA fluorescence; inhibition, % at 20 µM; 0.28% of 330,000 active; AID 493012;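 active means inhibition of at least 40% at 20 µM, with no more than 30% in the related APOBEC3A deaminase screen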;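 further: plate controls were DMSO wells with A3G for no effect and wells lacking A3G enzyme for full effect; some compounds called inactive have numbers as strong as hits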
Target sequence (Q9HC16 whole entry, looked up): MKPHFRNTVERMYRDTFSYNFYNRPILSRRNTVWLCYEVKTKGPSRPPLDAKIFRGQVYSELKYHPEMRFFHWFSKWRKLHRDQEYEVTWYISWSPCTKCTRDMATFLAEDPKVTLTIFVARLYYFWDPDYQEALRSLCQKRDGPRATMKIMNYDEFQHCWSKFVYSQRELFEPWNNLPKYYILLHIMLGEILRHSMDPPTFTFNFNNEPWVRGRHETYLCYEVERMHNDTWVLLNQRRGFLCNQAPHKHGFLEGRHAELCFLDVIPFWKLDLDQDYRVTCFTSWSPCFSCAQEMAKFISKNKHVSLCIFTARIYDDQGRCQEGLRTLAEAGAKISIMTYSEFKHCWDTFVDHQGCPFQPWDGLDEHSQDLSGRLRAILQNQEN
hIAP inh: blocks human intestinal alkaline phosphatase; 0.12% of 330,000 active; inhibition, % at 10 µM; purified IAP, CDP-Star luminescence, 30 min;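 active means inhibition reaching a set limit with compound at 10 µM in the primary screen, cut at about 35% in these data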;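 further: plate controls were DMSO wells with enzyme for no effect and no-enzyme buffer wells for full effect; values of inactives mirror those of a sister screen read the other way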
Target sequence (P09923 whole entry, looked up): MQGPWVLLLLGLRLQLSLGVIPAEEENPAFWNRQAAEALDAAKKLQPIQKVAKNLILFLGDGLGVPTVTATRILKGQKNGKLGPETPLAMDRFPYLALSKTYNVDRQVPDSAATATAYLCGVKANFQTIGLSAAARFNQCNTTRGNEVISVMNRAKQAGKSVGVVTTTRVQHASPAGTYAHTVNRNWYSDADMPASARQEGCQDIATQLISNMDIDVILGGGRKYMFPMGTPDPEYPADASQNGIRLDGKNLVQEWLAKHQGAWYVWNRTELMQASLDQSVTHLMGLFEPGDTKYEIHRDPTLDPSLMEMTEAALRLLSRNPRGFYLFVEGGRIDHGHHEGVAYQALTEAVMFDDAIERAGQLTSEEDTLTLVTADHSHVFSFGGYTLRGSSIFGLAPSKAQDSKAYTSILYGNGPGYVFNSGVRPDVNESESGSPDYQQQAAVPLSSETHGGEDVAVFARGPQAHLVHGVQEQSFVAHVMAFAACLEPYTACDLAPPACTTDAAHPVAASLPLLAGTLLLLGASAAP
A3A deaminase: inhibitors of human APOBEC3A DNA deaminase; P31941; recombinant A3A, FAM/TAMRA ssDNA deamination fluorescence; inhibition, % at 20 µM; 0.41% of 330,000 active; AID 493011;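 active means at least 40% inhibition at 20 µM here, with at most 30% in a related deaminase screen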;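 further: plate controls were A3A with DMSO for no effect and wells lacking A3A enzyme for full effect; some results filed as inactive read as strong as hits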
hIAP activ: increases human intestinal alkaline phosphatase activity | P09923 | purified human IAP, CDP-Star luminescence, 30 min; hits give high values; 1 = vehicle-only enzyme, 0 = enzyme-free background | activation factor at 10 µM | 0.16% of 330,000 active;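 active means activation factor of the enzyme at least 2-fold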; further: the source names both 10 and 20 µM as test concentration; values of inactives mirror those of a sister screen read the other way
* hit, by the source's call.

Molecule	mIAP inh	mIAP act	beta cell repl	NLRP3 yeast inh	SENP1 inh	APOBEC3G inh	hIAP inh	A3A deaminase	hIAP activ
C#CCn1cnc2c(cnn2-c2ccc(C)c(C)c2)c1=O	5	0.95	3	25	0	-4	4	-15	0.96
COc1cc(NC(=S)NCCN2CCOCC2)cc(OC)c1	3	0.97	0	9	-1	-1	-10	0	1.1
Cc1ccc2occ(/C=N/NC(N)=S)c(=O)c2c1	5	0.95	-1	12	-1	-3	12	-3	0.88
O=C(Nc1ccccc1)N1CCn2c(nc3ccccc32)C1	-2	1	-1	9	-2	-5	-14	-1	1.1
CCOCCOC(=O)C1=C(C)N(C)C(=O)NC1c1cc(Cl)c(O)c(OCC)c1 (stereo not given)	4	0.96	-4	-3	4	-1	-2	-3	1
CN1CCCCC1=NCCCn1cnc2c1c(=O)n(C)c(=O)n2C	-4	1	-2	-20	0	-6	12	-1	0.88
Cn1nnnc1SCC(=O)Nc1ccc(Oc2ccccc2)cc1	2	0.98	-1	24	2	4	-8	18	1.1
Nc1nc(-c2ccc3c(c2)OCCO3)cs1	-1	1	-4	25	1	-2	-6	-4	1.1
CCOC(=O)c1c(NC(=O)Cn2cnc([N+](=O)[O-])n2)sc2c1CCC(C)C2 (stereo not given)	12	0.88	-4	11	4	-7	-3	2	1
CCOC(=O)Cn1c(CN2CCN(C(c3ccccc3)c3ccccc3)CC2)nc2c1c(=O)n(C)c(=O)n2C	-2	1	-6	5	-5	-7	-6	-2	1.1
CCOC(=O)c1c(C)oc2c1c(C(c1cccnc1)N1CCOCC1)c(O)c1ccccc12 (stereo not given)	2	0.98	-5	23	2	1	19	1	0.81
COC(=O)CCN(C(=O)c1ccc(C)c([N+](=O)[O-])c1)c1ccccn1	-5	1.1	-1	11	0	-2	-9	2	1.1
COc1ccc(CCNc2oc(-c3ccc(OC)c(OC)c3)nc2C#N)cc1	-11	1.1	-4	22	2	-3	-10	-2	1.1
CN1CCN(S(=O)(=O)c2cccc(C(=O)Nc3cc(C(F)(F)F)ccc3N3CCCC3)c2)CC1	0	1	0	6	1	-4	1	7	0.99
CCOC(=O)Cn1nc(C)c(NC(=O)COc2ccc([N+](=O)[O-])cc2)c1C	-12	1.1	-1	-7	2	-6	4	-1	0.96
NC(=O)C1CCN(C(=O)c2cc3ccccc3cc2O)CC1	-5	1.1	2	16	0	4	16	0	0.84
O=C(COC(=O)c1ccco1)Nc1nc2c(F)c(F)c(F)cc2s1	7	0.93	0	22	-72	-6	25	-2	0.75
Cc1ccc2c(CC(=O)NCCc3ccc(S(N)(=O)=O)cc3)coc2c1	5	0.95	2	5	2	-9	-2	1	1
O=C(Cn1c(=O)[nH]c2ccccc2c1=O)Nc1cccnc1	-5	1.1	-3	10	-1	3	8	5	0.92
Cc1c([N+](=O)[O-])c(C(=O)NC2CCCC2)nn1C	1	0.99	-1	18	-1	-5	4	0	0.96

Complete entries from above. Screens in order: mIAP inh	mIAP act	beta cell repl	NLRP3 yeast inh	SENP1 inh	APOBEC3G inh	hIAP inh	A3A deaminase	hIAP activ
C#CCn1cnc2c(cnn2-c2ccc(C)c(C)c2)c1=O across the screens: 5	0.95	3	25	0	-4	4	-15	0.96
COc1cc(NC(=S)NCCN2CCOCC2)cc(OC)c1 across the screens: 3	0.97	0	9	-1	-1	-10	0	1.1
CN1CCCCC1=NCCCn1cnc2c1c(=O)n(C)c(=O)n2C across the screens: -4	1	-2	-20	0	-6	12	-1	0.88

Going on with the list.
Molecule	mIAP inh	mIAP act	beta cell repl	NLRP3 yeast inh	SENP1 inh	APOBEC3G inh	hIAP inh	A3A deaminase	hIAP activ
CC(=O)N1CCC(=NNC(=O)c2cc3ccccc3cc2O)CC1	12	0.88	-3	2	-21	-2	-10	-3	1.1
CSCC[C@H](NC(=O)OC(C)(C)C)C(=O)N1CCC(C(=O)N[C@@H](C)C(=O)NC(C)c2ccccc2)CC1 (stereo not given in full)	6	0.94	-2	8	0	-5	3	1	0.97
O=C(Nc1nccs1)C12CC3CC(C1)CC(C(=O)Nc1nccs1)(C3)C2	4	0.96	2	4	0	-4	-9	-2	1.1
CCCCOC(=O)c1ccc(NC(=O)C(CCS(C)(=O)=O)NC(C)=O)cc1 (stereo not given)	-8	1.1	-2	9	2	-5	-7	-10	1.1
C=Cc1ccc(C(=O)N2CCCC(CCC(=O)N3CCN(c4ccccn4)CC3)C2)cc1 (stereo not given)	15	0.85	-3	19	3	31	13	69	0.87
CCN(CC)S(=O)(=O)c1cccc(-c2nnc(C(=O)c3ccc(C(F)(F)F)cc3)o2)c1	5	0.95	1	26	3	10	14	5	0.86
Cc1nc(Nc2ccccc2F)c2nnn(Cc3ccccc3Cl)c2n1	-4	1	-1	14	-23	-3	-16	3	1.2
COCc1cc(C)nc(N2CCCCC2)c1C#N	-2	1	-1	24	-1	-9	-75	-9	1.8
CCCn1c(SC(C)C(=O)NCC2CCCO2)nc2cc(Cl)ccc2c1=O (stereo not given)	1	0.99	2	28	0	-4	8	0	0.92
O=C(Nc1nc(-c2ccc(F)c(F)c2)cs1)Nc1ccc(F)cc1F	-56	1.6	-6	13	3	-4	-14	5	1.1
O=C(NN1CCOCC1)c1ccccc1	-1	1	0	8	1	4	2	4	0.98
COc1cc(Cl)ccc1OCc1cc(C(=O)N2CCC(N(C)C)C2)no1 (stereo not given)	8	0.92	-3	11	-4	-4	17	-4	0.83
Cc1ccc2c(c1)C1CN(C)CCC1N2C(=S)Nc1ccc(Cl)cc1Cl (stereo not given)	2	0.98	-6	-1	2	-10	8	2	0.92
COc1ccccc1NC(=O)Cn1cnc2c1c(=O)n(C)c(=O)n2C	0	1	-2	7	3	-4	6	1	0.94
CCn1c(CC(=O)Nc2ccc(Cl)c(Cl)c2)nnc1SCc1ccc(Cl)cc1	-5	1.1	-4	16	0	-7	-16	-5	1.2
Cc1cc(C)cc(NC(=S)NCC2CCN(C(C)c3ccccc3)C2)c1 (stereo not given)	-60	1.6	-5	11	1	-4	-14	-7	1.1
Cc1ccc(C(C)NC(=O)c2ccc3c(c2)OCCO3)cc1C (stereo not given)	1	0.99	-1	26	2	-8	-1	-1	1
CCc1nc(SCC(=O)Nc2ccccc2Cl)n[nH]1	-6	1.1	1	18	1	-17	2	1	0.98
N#Cc1c(C#N)c(O)c2ccccc2c1O	0	1	1	16	-44	-4	3	-4	0.97
CCOC(=O)C(Cc1ccccc1)NC(=O)CCCC(=O)c1ccccc1 (stereo not given)	0	1	-6	12	2	-5	11	1	0.89
CCC(=O)Nc1ccc(/C=C(\C(C)=O)C(=O)c2ccccc2)cc1	-7	1.1	-6	-10	-9	-9	-6	-3	1.1
CCN(Cc1nc2ccccc2c(=O)[nH]1)C(=O)COc1ccccc1Cc1ccccc1	7	0.93	-3	4	2	-4	-1	-4	1
C=CCn1c(SCC(=O)c2cc(C)n(CC3CCCO3)c2C)nnc1-c1ccccc1 (stereo not given)	-2	1	1	16	-1	-2	9	2	0.91
Cn1c(SCC(=O)Nc2ccc(Cl)cc2)nnc1C1CC1	-5	1.1	1	8	-2	-3	-18	3	1.2
CN(C)CCOC(c1ccccc1)c1ccccc1 (tested in a mixture with another compound)	5	0.95	0	-3	1	2	4	1	0.96
COc1ccccc1NC(=O)CN1C(=O)NC2(CCCc3ccccc32)C1=O (stereo not given)	-4	1	-3	2	0	-3	10	-1	0.9
O=c1[nH]c(-c2cccs2)nc2ccccc12	-1	1	-1	30	2	-1	-17	1	1.2
CN1CCN(CCC(=O)N2c3ccccc3Sc3ccc(Cl)cc32)CC1	6	0.94	-4	1	2	-4	24	-1	0.76
Cc1nc(C(F)(F)F)c(C(=O)N=CN(C)C)s1	8	0.92	-2	-5	1	-2	-3	9	1
COc1ccc(Br)cc1/C=N/Nc1ccccn1	12	0.88	-2	10	2	-2	5	-2	0.95
CC(=O)N1c2ccccc2CCc2ccc([N+](=O)[O-])cc21	17	0.83	-5	1	2	4	10	29	0.91
CCN(CC)C(=O)c1ccc(S(=O)(=O)c2ccccc2)cc1	4	0.96	-3	6	-1	-6	-16	-4	1.2
CCOC(=O)c1c(C)[nH]c(C)c1S(=O)(=O)N(C)CC(=O)NCc1cccc(C)c1	3	0.97	-2	2	-4	6	2	1	0.98
CCOC(=O)C1=C(C)Nc2ccccc2N=C1N	6	0.94	1	6	0	-13	-1	2	1
Cc1no[n+]([O-])c1COc1cccc(/C=C2\N=C(c3ccccc3)OC2=O)c1	10	0.9	-1	8	2	-9	8	-2	0.92
CC(C)n1c(=S)[nH]c2ccccc2c1=O	0	1	-3	11	2	-4	-16	-4	1.2
O=S(=O)(NCC1CCCO1)c1ccc(-c2ccc(Cl)cc2)cc1 (stereo not given)	0	1	-6	9	0	-1	0	4	1
CCOC(=O)Cc1csc(NS(=O)(=O)c2cc(Cl)ccc2Cl)n1	22	0.78	-3	3	5	0	7	2	0.93
CCc1ccc(NC(=O)/C(C#N)=C\c2ccc(OC)c(C(=O)O)c2)cc1	-6	1.1	-4	-2	1	-6	-21	-1	1.2
Clc1ccc(CN2CCCCCCC2)cc1Cl	-3	1	-1	-8	0	-6	3	-2	0.97
O=C(Nc1ccc2oc(-c3cccnc3)nc2c1)c1ccc2c(c1)OCCO2	8	0.92	-3	-7	-23	-7	10	1	0.9
O=C(NCc1ccco1)/C(=C/c1ccc([N+](=O)[O-])cc1)NC(=O)c1ccco1	2	0.98	-4	18	4	-12	12	-4	0.88
O=C(COC(=O)/C=C/c1ccc(Cl)cc1)NCCc1ccccc1	-3	1	-2	2	0	-6	-10	-5	1.1
COc1ccc(CCNC(=O)Cn2nc(C)c3c(C)n(-c4ccccc4)nc3c2=O)c(OC)c1	8	0.92	-2	10	-1	-4	-5	-2	1.1
CC(C)(C)C(=O)N1CCN(CCN2C(=O)c3cccc4cccc(c34)C2=O)CC1	-1	1	-1	6	-1	-2	-4	-7	1
Cc1ccc(-c2noc(C3CCN(C(=O)Nc4ccc(C#N)cc4)CC3)n2)o1	-3	1	-2	6	1	-6	9	-2	0.91
Cc1c(NC(=O)c2ccc(N(C)S(C)(=O)=O)cc2)c(=O)n(-c2ccccc2)n1C	-1	1	-3	14	2	-2	-6	2	1.1
COc1ccc(C(=O)NN(c2ccccc2)c2ccccc2)cc1	4	0.96	-4	11	2	-5	1	1	0.99
CCOC(=O)Nc1c(O)ccc2oc(C)c(-c3ccccc3)c12	-4	1	-2	24	1	-5	-18	0	1.2
Nc1cc(C(=O)OCC(=O)NNC(=O)c2cccs2)ccc1Cl	7	0.93	6	14	2	-1	-12	6	1.1
CCOC(=O)N1CCN(C(=O)c2noc(C(C)C)c2[N+](=O)[O-])CC1	1	0.99	1	19	2	-7	21	-2	0.79

Some of the compounds tested, so the mix of outcomes need not match the whole.
